SIRT5 inh: SIRT5 desuccinylase inhibitors, primary screen, biochemical, fluorescence imaging, single point, set 5 | NAD-dependent protein deacylase sirtuin-5, mitochondrial (Homo sapiens), Q9NXA8 | Purified SirT5, succinyl-peptide AMC, trypsin-coupled fluorescence | inhibition, % at 15 µM | 330,000 tested, 1.1% active; in the data active means inhibition above about 15%; inconclusive means no clear call, values can overlap the other calls
Target sequence (Q9NXA8 whole entry, looked up): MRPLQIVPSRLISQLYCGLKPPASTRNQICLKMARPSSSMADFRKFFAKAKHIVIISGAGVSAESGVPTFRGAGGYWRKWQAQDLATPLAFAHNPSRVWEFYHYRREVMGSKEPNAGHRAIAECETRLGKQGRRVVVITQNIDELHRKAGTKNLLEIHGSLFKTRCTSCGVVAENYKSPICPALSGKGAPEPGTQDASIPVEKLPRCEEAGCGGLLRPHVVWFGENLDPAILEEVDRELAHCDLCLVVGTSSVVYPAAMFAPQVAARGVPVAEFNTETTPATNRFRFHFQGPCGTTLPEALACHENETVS
CFTR F508del cor: F508del CFTR correction, initial screen, CFBE line, single point. CFBE cells, YFP halide quenching; stimulated with forskolin plus potentiator P3; % fluorescence drop versus neutral controls. activity (quench increase), % at 7.58 µM. 350,000 tested, 0.36% active;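 active means mean added fluorescence quench of at least 8% versus neutral control, with both replicates also reaching 8%; inconclusive means only one of the mean or replicate conditions met; inactive means mean below 8% and not both replicates reaching 8%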;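 further: cells transiently co-express mutant CFTR-F508del with the halide-sensitive YFP; corrector assay measuring rescue of mutant channel to the surface after 24 h compound exposure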
DENV2 CPE: inhibitors of DENV2 cytopathic effect, primary screen, cell-based, plate reader, single concentration; CPE inhibition, % at 9.99 µM; DENV2-infected cells, cytopathic effect rescue; 350,000 tested, 1.7% active; in the data active means CPE inhibition above about 20%, passing the limit was not always enough; inconclusive means no clear call, values can overlap the other calls; tested in BHK-21 cells;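 further: 0% = median of neutral control wells and 100% = median of positive control wells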
Casp6 inh: human caspase-6 inhibitors, primary screen, biochemical, VEID-R110 fluorescence, single point, set 2; P55212; purified caspase-6, Z-VEID-R110 cleavage fluorescence; inhibition, % at 12.5 µM; 350,000 tested, 0.53% active; AID 686996, 2013;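 active means mean inhibition across replicates at least about 35%, with every replicate also reaching that limit, limit read from the data; inconclusive means only one of the two criteria met; inactive means neither criterion met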;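 further: 0% = median of neutral control wells and 100% = no fluorescence left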
Target sequence (P55212 24-179 limits assumed): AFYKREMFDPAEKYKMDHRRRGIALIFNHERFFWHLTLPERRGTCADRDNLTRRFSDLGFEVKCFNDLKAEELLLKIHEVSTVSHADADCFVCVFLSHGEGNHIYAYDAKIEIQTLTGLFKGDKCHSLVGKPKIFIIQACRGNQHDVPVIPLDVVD
Target sequence (P55212 194-293 limits assumed): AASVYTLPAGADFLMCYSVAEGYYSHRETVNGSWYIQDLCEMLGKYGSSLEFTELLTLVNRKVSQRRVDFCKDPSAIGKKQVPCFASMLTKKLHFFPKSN
ERAP1 HTS inh: human ERAP1 aminopeptidase inhibitors, primary screen, biochemical, single point, plate reader; recombinant ERAP1, Leu-AMC fluorescence, 60 min; 340,000 tested, 0.15% active; AID 652197, 2013; Endoplasmic reticulum aminopeptidase 1 (Homo sapiens), Q9NZ08; inhibition, % at 10.7 µM;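 active means mean replicate inhibition of at least 30%, or all replicates individually reaching that 30% level; inactive means mean below 30% and not every replicate reaching it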;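 further: 0% = neutral control wells and 100% = L-leucinethiol positive control wells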
ERp5 block: inhibitors of ERp5-driven insulin aggregation, primary screen, biochemical, turbidity, absorbance 650 nm, single point; 350,000 tested, 0.05% active; 90 min; inhibition, % at 9.99 µM; Protein disulfide-isomerase A6 (Homo sapiens), Q15084; AID 651711, 2012;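 active means mean replicate inhibition above about 25%, with every replicate also reaching it, limit read from the data, passing the limit was not always enough; inconclusive means only one of those two criteria met; inactive means neither criterion met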
Target sequence (Q15084 whole entry, looked up): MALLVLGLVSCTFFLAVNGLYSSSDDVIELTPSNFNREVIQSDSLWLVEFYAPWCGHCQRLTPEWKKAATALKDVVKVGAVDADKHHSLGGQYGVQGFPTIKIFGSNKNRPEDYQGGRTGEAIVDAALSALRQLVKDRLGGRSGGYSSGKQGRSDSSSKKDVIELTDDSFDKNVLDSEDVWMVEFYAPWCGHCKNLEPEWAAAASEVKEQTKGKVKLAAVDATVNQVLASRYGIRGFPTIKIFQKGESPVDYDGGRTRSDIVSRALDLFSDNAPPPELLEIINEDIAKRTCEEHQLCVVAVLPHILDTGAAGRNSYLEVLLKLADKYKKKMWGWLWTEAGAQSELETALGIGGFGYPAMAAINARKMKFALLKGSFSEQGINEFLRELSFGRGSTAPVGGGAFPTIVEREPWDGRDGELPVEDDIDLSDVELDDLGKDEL
miR-122 sensor: miR-122 Renilla sensor signal increase in Huh7, primary screen, miR-122 inhibitor project, cell-based, single point, plate reader | AID 602342, 2012 | activation (reporter increase), % at 12.5 µM | 340,000 tested, 0.3% active | Huh7 miR-122 Renilla luciferase sensor, 48 h; neutral wells = 0, positive control = 100;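 active means mean replicate activation score at least 90 and every replicate individually at or above 90; inconclusive means only one of the two criteria met; inactive means neither criterion met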;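 further: higher luciferase means less miR-122 activity so hits act as miR-122 inhibitors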
Numbers without * were called inactive; ? = inconclusive; . = not tested or not shown; & = joins results of further samples; [ ] = another dose, or the depositor's remark.

Under each structure – SIRT5 inh	CFTR F508del cor	DENV2 CPE	Casp6 inh	ERAP1 HTS inh	ERp5 block	miR-122 sensor
(1) Cc1nc2scc(C)n2c(=O)c1S(=O)(=O)N1CCN(c2ccccn2)CC1
 : .	-1.5	10.4	2.6	-5.1	-8.0	1.0
(2) O=C(O)[C@H]1[C@H](CO)[C@H]2Cn3c(cccc3=O)[C@H]2N1C(=O)NC1CCCC1
 : -3.6	.	-0.7	1.8	-6.1	3.9	.
(3) CCCN(Cc1cc2cccc(C)c2[nH]c1=O)S(C)(=O)=O
 : -3.7	1.9	-1.1	-4.3	-0.3	-2.5	-0.3
(4) CCN(CC)C(=O)[C@H]1C[C@H](CC(=O)NCCN2CCOCC2)C(=O)N2CCc3c([nH]c4cc(CCC(=O)N(C)C)ccc34)[C@]12C
 : -0.3	1.4	19.4	-34.4	-2.0	3.6	.
(5) C[C@H](CO)N1C[C@H](C)[C@@H](CN(C)C(=O)Nc2cccc3ccccc23)Oc2ccc(NS(=O)(=O)c3cn(C)cn3)cc2C1=O
 : 3.9	2.4	-2.9	4.9	-0.2	-5.5	-3.3[16.7 µM]
(6) COc1ccc(CC(=O)OCC(=O)NC(=O)Nc2ccccc2F)cc1
 : 0.9	2.9	?	-0.7	-1.2	-0.8	.
(7) O=C(C[C@H]1C[C@@H]2c3cc(NC(=O)Cc4ccncc4)ccc3O[C@@H]2[C@H](CO)O1)NCC1CC1
 : -1.6	-0.2	?	1.3	-0.5	3.6	-2.0[16.7 µM]
(8) COCc1c(C(=O)N/N=C(\C)c2ccc(Cl)s2)nnn1-c1nonc1N
 : 0.8	0.2	-2.9	.	-2.7	0.5	3.3
(9) O=C(C[C@H]1C[C@H]2c3cc(NC(=O)Nc4ccc(C(F)(F)F)cc4)ccc3O[C@H]2[C@H](CO)O1)NCc1ccccn1
 : -0.3	0.7	-0.4	6.6	0.8	-0.2	-6.6[16.7 µM]
(10) O=C(COc1ccc(/C=N/NC(=O)C(=O)N2CCCCC2)cc1)Nc1ccccc1Cl
 : 0.7	-1.6	7.8	3.3	0.0	8.9	.
(11) CSc1ncccc1C(=O)N(C)CC(=O)Nc1ccc(Cl)cc1
 : -0.4	-0.2	-3.7	-4.3	-2.6	4.8	.
(12) COc1ccc(/C=N/NC(=O)c2c(-c3ccccc3)noc2C)cc1[N+](=O)[O-]
 : 1.4	-1.9	-4.1	3.8	-1.4	-3.5	.
(13) CN(C)CC(=O)Nc1ccc2c(c1)[C@@H]1C[C@H](CC(=O)NCc3ccncc3)O[C@@H](CO)[C@@H]1O2
 : -6.1	-0.1	-1.2	-3.3	-1.9	3.0	-6.1[16.7 µM]
(14) CCOc1cc(C(=O)NCc2ccccc2)ccc1OCC(=O)N1CCOCC1
 : 1.4	-0.4	.	10.3	1.8	0.6	-0.3
(15) CCCNC(=O)NC(=O)CSc1nncs1
 : -0.3	-0.5	8.9	2.8	-5.0	0.7	5.5
(16) CC1CCN(C(=O)CSc2nnc3c(n2)[nH]c2ccccc23)CC1
 : -1.6	1.2	1.7	1.6	2.0	4.5	.
(17) CCNC(=O)Nc1ccc2c(c1)C(=O)N(C)[C@H]1CC[C@H](CC(=O)N[C@H](C)c3ccccc3)O[C@H]1CO2
 : 1.4	.	-5.2	2.4	-1.1	-0.6	.
(18) O=C(N/N=C/c1ccc(O)cc1)c1cc(C2CC2)[nH]n1
 : 3.2	-0.3	4.5	-1.7	0.4	0.9	0.1
(19) CCOC(=O)c1sc(N)c(C(=O)OC)c1C
 : 0.9	-3.5	-2.1	0.5	-1.2	2.0	.
(20) CCC(=O)N1C[C@@H](C)[C@@H](OC)CN(C)C(=O)c2cc(NC(=O)C3CCOCC3)ccc2OC[C@H]1C
 : .	-1.5	-3.6	-1.1	-0.3	-2.0	.
(21) CC1=C/C(=N\NC(=O)c2cccs2)CC(C)(C)C1
 : -5.3	0.1	0.0	-3.5	3.6	1.7	.
(22) CCOC(CNC(=O)Cn1nc(C)c2ccccc21)OCC
 : 1.7	-2.6	-1.8	-1.8	2.0	-2.2	.
(23) O=C(Nc1ccccc1)N1CCN(S(=O)(=O)c2ccccc2)CC1
 : -5.9	-1.3	0.6	2.1	-7.5	-4.5	.
(24) C[C@H]1CN([C@@H](C)CO)C(=O)Cc2cc(NC(=O)Cc3cn(C)c4ccccc34)ccc2O[C@@H]1CN(C)Cc1ccccc1
 : 1.8	-1.0	?	-7.6	-2.1	3.1	-3.8[16.7 µM]
(25) COc1cc(OC)cc(C(=O)N[C@H](C(=O)OCC(=O)c2ccc(F)cc2)C(C)C)c1
 : -2.9	0.7	2.2	-0.4	7.8	0.5	6.9
(26) COc1ccc(C(=O)N/N=C/c2ccc(OC)c(COc3ccccc3)c2)cc1
 : 1.8	-1.9	0.3	-3.0	3.4	18.4	.
(27) CO[C@@H]1CN(C)C(=O)c2ccc(NS(C)(=O)=O)cc2OC[C@H](C)N(C(=O)NC(C)C)C[C@@H]1C
 : -5.0	1.9	3.8	-1.2	1.5	0.7	0.3[16.7 µM]
(28) C[C@@H]1CN([C@@H](C)CO)C(=O)c2cccc(NS(=O)(=O)c3cccs3)c2O[C@@H]1CN(C)C(=O)Nc1ccc(F)cc1
 : -1.8	-0.7	-2.2	2.2	-0.5	2.3	-3.1[16.7 µM]
(29) CO[C@@H]1CN(C)C(=O)c2cc(NC(=O)Nc3ccccc3F)ccc2OC[C@@H](C)N(C(=O)Nc2ccccc2F)C[C@H]1C
 : 11.8	0.5	-11.0	-1.5	-1.3	0.7	-6.3[16.7 µM]
(30) CC(=O)Nc1nc(C)c(CCCOc2ccc([N+](=O)[O-])cc2)c(=O)[nH]1
 : -6.4	-2.4	15.3	-1.6	-2.4	5.2	.
(31) COc1cc(C)ccc1OCC(=O)OCC(=O)c1[nH]c(C)c(C(C)=O)c1C
 : -5.9	0.5	-4.2	1.2	5.2	-6.1	2.8
(32) COc1ccc(OC)c(S(=O)(=O)N(C)CC(=O)N2CCOCC2)c1
 : -0.1	0.1	1.8	-2.2	-0.3	-16.6	.
(33) Cn1cnc(S(=O)(=O)N[C@H]2CC[C@H](CC(=O)NCC3CCCCC3)O[C@H]2CO)c1
 : 1.9	0.1	79.6*	-3.8	-1.2	-4.3	.
(34) CCCNC(=O)C[C@@H]1CC[C@@H]2[C@@H](COc3ccc(NC(=O)C4CCCC4)cc3C(=O)N2C)O1
 : 7.2	-2.2	1.6	0.2	0.1	-4.0	7.7[16.7 µM]
(35) Cn1c(SCC(=O)N2CCOCC2)nnc1-c1ccco1
 : -0.9	-0.3	-1.9	.	1.8	3.4	0.5
(36) CNC(=S)Nc1cccc(Cl)c1C
 : -3.3	-2.7	9.4	3.4	1.3	-7.8	6.1
(37) COc1ccccc1CNC(=O)c1ccccc1C(=O)NC(CC(C)C)C(=O)NCc1ccccc1OC (stereo not drawn)
 : -3.7	1.1	-1.0	1.1	-1.1	-2.3	-9.3
(38) Cc1ccc(CC(NC(=O)c2ccccc2)C(=O)NC(Cc2ccccc2)C(=O)O)cc1 (stereo not drawn)
 : 6.6	-1.7	-6.0	-1.9	4.7	5.6	-4.8
(39) Cc1ccc(NC(=O)[C@H](Cc2ccccc2)NC(=O)[C@@H]2Cc3ccccc3CN2)c(C)c1
 : -0.7	2.5	3.7	-7.0	-1.0	0.1	-4.5
(40) O=C(NCCCN1CCOCC1)c1cccnc1
 : 0.1	.	-1.8	-3.6	0.7	-2.4	-2.2
(41) Cc1ccc(S(=O)(=O)N(C)C[C@H]2Oc3ncc(Br)cc3C(=O)N([C@H](C)CO)C[C@@H]2C)cc1
 : 0.9&1.5&1.2	-3.4&-0.7&-0.8	-3.4&4.7&-1.0	1.2&-2.1&4.8	-1.4&0.7&2.6	-2.0&4.1&0.6	6.4
(42) C[C@H](CO)N1C[C@H](C)[C@H](CN(C)Cc2ccc(C(=O)O)cc2)Oc2cc(C#CCC3CCCC3)ccc2S1(=O)=O
 : 14.3	3.4	4.2	0.4	-1.9	-3.6	17.5[16.7 µM]
(43) CC(=O)Nc1c(C)cc(S(C)(=O)=O)cc1C
 : -3.0	-1.2	-0.1	1.1	1.2	-1.5	-4.3
(44) CN1c2ccc(-c3ccc(C#N)cc3)cc2[C@H]2[C@H](CCN2S(=O)(=O)c2cccc(F)c2)[C@H]1CO
 : -6.7	15.5*	3.8	0.2	-1.3	-2.4	15.7[16.7 µM]
(45) Brc1ccccc1/C=N/Nc1ccccn1
 : -1.6	1.8	4.7	-0.5	-4.4	2.1	.
(46) Cc1cc(C)n(C2CC(=O)N(c3ccc(C)c(Cl)c3)C2=O)n1 (stereo not drawn)
 : -6.8	1.2	8.1	-0.8	2.1	-1.5	-3.3
(47) Cn1c(=O)c2c(nc(N3CCCC3)n2C)n(C)c1=O
 : -0.9	-0.4	1.8	1.0	0.0	2.0	-7.7
(48) CCNC(=O)C[C@H]1CC[C@H]2[C@@H](COc3ccc(NC(=O)c4ccccc4Cl)cc3C(=O)N2C)O1
 : .	4.3	9.9	.	.	.	8.3[16.7 µM]
(49) CC(C)NC(=O)N(C)C[C@H]1OCCCC[C@@H](C)Oc2ccc(NC(=O)Nc3ccc(C(F)(F)F)cc3)cc2C(=O)N([C@H](C)CO)C[C@@H]1C
 : .	3.1	-9.1	1.3	-1.2	1.7	8.7[16.7 µM]
(50) CCOC(=O)C1(Cc2cccc(OC)c2)CCCN(C(=O)c2cc(C)oc2C)C1 (stereo not drawn)
 : -2.2	-2.1	15.9	1.8	-6.2	-1.8	1.7
(51) Cc1ccc(C(C(=O)NCc2ccc(F)cc2)N(C(=O)c2csnn2)C2CC2)cc1 (stereo not drawn)
 : -4.7	-0.9	?	2.3	-0.1	-1.8	.
(52) CCCN(C)C[C@H]1Oc2cc(C#CCC(C)C)ccc2S(=O)(=O)N([C@@H](C)CO)C[C@H]1C
 : 0.2	0.4	-4.3	-0.7	3.9	0.0	7.8[16.7 µM]
(53) CO[C@@H]1CN(C)C(=O)c2ccc(NC(=O)c3ccc(-c4ccccc4)cc3)cc2OC[C@@H](C)NC[C@@H]1C
 : -0.8	-5.9	16.0	1.7	2.8	1.9	.
(54) COc1ccc(NC(=O)N(C)C[C@H]2Oc3cc(-c4ccc(C)cc4)ccc3S(=O)(=O)N([C@@H](C)CO)C[C@@H]2C)cc1
 : 9.2	4.9	7.3	1.9	-2.4	-2.8	-18.8[16.7 µM]
(55) CCOc1ccc(NC(=O)CN(C)C(=O)C2CCN(c3ncnc4sc(C)c(C)c34)CC2)cc1OCC
 : -1.1	1.4	-4.1	-176.1	1.4	5.4	.
(56) COC(=O)[C@@H]1[C@@H](CO)[C@@H]2Cn3c(ccc(C4=CCCCC4)c3=O)[C@@H]2N1Cc1ccc2c(c1)OCO2
 : .	.	3.2	-5.8	8.6	-1.9	.

High-throughput results from PubChem BioAssay.
